TAAR1 antag = human TAAR1 antagonism | Q96RJ0 | CHO RD-HGA16 TAAR1, Fluo-8 calcium fluorescence, antagonist | inhibition, % at 3 µM | hit rate 1.5% among 360,000 | AID 624466;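 active = inhibition above a per-plate cutoff, the mean inhibition of test compounds on that plate plus 3 SD, cut at about 49% in these data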;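 note: 0% = DMSO plus EC80 beta-PEA response and 100% = DMSO alone without agonist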
Target sequence (Q96RJ0 whole entry, looked up): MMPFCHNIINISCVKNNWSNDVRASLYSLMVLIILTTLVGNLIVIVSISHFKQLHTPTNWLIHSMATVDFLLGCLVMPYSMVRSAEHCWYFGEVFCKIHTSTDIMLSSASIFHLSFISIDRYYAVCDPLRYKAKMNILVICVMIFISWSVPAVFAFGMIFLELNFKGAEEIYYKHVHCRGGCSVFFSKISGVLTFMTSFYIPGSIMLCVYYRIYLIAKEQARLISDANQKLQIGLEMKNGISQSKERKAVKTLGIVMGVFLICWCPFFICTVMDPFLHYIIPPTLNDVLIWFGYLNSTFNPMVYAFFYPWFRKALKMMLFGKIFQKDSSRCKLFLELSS
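Test system – hTAAR1-expressing CHO RD-HGA16 cells, Gα16-coupled · Also added – β-PEA at EC80 concentration, post-compound challenge · Compound – 3 µM, single point · Incubation – dye loading 75 min at 37 °C, then 30 min room temperature · Measured by – Fluo-8 intracellular calcium dye fluorescence, real-time kinetic reads · Benchmarks – vehicle and agonist controls · Replicates – singlicate, one well per test compound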
OXTR potentiator = potentiates the human oxytocin receptor response. P30559. CHO-OTR cells, Fluo-8 calcium fluorescence, potentiator mode; 0% = oxytocin EC15, 100% = EC100. activation, % at 3 µM. hit rate 0.061% among 320,000;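 active = activation above that plate's cutoff, the mean activation of tested compounds plus 3 SD, cut at about 6.6% in these data, passing the limit was not always enough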;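 note: 100% uses oxytocin at 75 nM as the full agonist control; some results filed as inactive read as strong as hits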
Target sequence (P30559 whole entry, looked up): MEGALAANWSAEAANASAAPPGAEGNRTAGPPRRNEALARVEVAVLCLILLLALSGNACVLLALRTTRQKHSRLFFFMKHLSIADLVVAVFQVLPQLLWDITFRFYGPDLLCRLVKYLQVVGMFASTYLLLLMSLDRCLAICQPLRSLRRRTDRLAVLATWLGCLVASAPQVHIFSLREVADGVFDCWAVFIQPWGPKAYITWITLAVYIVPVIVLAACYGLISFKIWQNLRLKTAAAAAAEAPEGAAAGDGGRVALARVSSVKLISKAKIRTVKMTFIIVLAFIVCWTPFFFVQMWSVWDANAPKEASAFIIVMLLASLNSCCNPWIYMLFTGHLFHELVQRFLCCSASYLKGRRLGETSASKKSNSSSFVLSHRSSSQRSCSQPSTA
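Assay system: CHO-OTR cells, human receptor / Also added: oxytocin at about EC15, sub-maximal agonist stimulus / Dosing: single dose, 3.0 µM nominal final compound concentration / Incubation: 6 min pre-incubation, 100 s read / Technique: Fluo-8 calcium dye fluorescence / Read-out: % activation vs EC15 and EC100 oxytocin / Benchmarks: EC15 oxytocin low, 75 nM oxytocin high / Replicates: singlicate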
CHRM1 antagonist = antagonists of human M1 muscarinic receptor. CHO-K1 hM1, Fluo-8 calcium fluorescence, ACh EC80 antagonist. inhibition, % at 3 µM. hit rate 1.3% among 360,000;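 active = percent inhibition above its own plate's cutoff, namely the mean of that plate's compound wells plus 3 SD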;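 note: peak over basal fluorescence ratio during 140 s after agonist addition; 0% = ACh EC80 plus DMSO and 100% = DMSO alone without agonist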
CHO parental Ca = signal in parental CHO cells, OX1R antagonist counter-screen; inhibition, % at 5.6 µM; hit rate 0.63% among 330,000; parental CHO-K1, ATP-induced calcium, Fluo-8 fluorescence; AID 463079;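 active = inhibition above that plate's mean sample inhibition plus 3 SD, cut at about 26% in these data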;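 note: 0% = ATP-challenged DMSO wells and 100% = DMSO wells without ATP; some compounds past the cut are filed as inactive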
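Material – parental CHO cells · Reagent – ATP stimulus · Compound – single nominal dose of 5.6 µM per compound · Detection – Fluo-8 fluorescence · Read-out basis – percent inhibition of calcium signal · Controls – ATP-challenged DMSO wells low, unchallenged DMSO wells high · Repeats – no replicates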
CHO-K1 Ca ag = nonselective activator or artifact in parental CHO-K1 cells; hit rate 0.48% among 360,000; activation, % at 3 µM; Fluo-8 calcium fluorescence; scaled to maximal ATP response, vehicle zero; AID 602248; in the data active = activation above about 15%;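 note: untransfected CHO-K1 host cells lacking M1 receptor as counterscreen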
CHO-K1 Ca PAM = nonselective activator or artifact in parental CHO-K1 calcium assay; ATP EC20, Fluo-8 calcium fluorescence; 0% at ATP EC20, 100% at ATP max; activation, % at 3 µM; hit rate 0.02% among 360,000;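 active = activation above the run cutoff, the mean activation of all test compounds plus 3 SD, cut at about 40% in these data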;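 note: peak over basal fluorescence ratio in a 140 s read after ATP addition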
TAAR1 agonist = human TAAR1 agonism. Q96RJ0. activation, % at 3 µM. hit rate 0.99% among 360,000. CHO RD-HGA16 TAAR1, Fluo-8 calcium fluorescence; vehicle wells 0%, saturating PEA agonist 100%;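 active = activation above the mean activation of all test compounds in the run plus 3 SD, cut at about 38% in these data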
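test system = CHO RD-HGA16 cells carrying human TAAR1 plus Gα16 | schedule = 17-24 h seeding, 75 min 37 °C dye, 30 min RT | compound dosing = 3 µM single concentration | control set = DMSO and PEA EC100 | replicates = n 1 | signal = Fluo-8 fluorescence, 5 s baseline then 140 s kinetic read | measure = percent activation vs PEA EC100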
CHO-K1 Ca antag = M1 antagonist counterscreen hit in parental CHO-K1 cells; ATP-induced calcium, Fluo-8 fluorescence; inhibition, % at 3 µM; hit rate 0.6% among 360,000; AID 602250;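 active = inhibition above a per-plate cutoff, the plate's mean sample inhibition plus 3 SD, cut at about 24% in these data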;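 note: 0% = DMSO plus EC80 ATP and 100% = DMSO alone without ATP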
CHRM1 agonist = agonists of human M1 muscarinic receptor | P11229 | CHO-K1 hM1, Fluo-8 calcium fluorescence, agonist mode; 0% DMSO, 100% acetylcholine EC100 | activation, % at 3 µM | hit rate 0.33% among 360,000 | AID 588814;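 active = activation above the run's mean compound activation plus 3 SD, cut at about 16% in these data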;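 note: peak over basal fluorescence ratio within a 140 s kinetic read after compound addition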
Starred values were filed as active, the others as inactive; nt = no result given; & = joins results of further samples.

structure	TAAR1 antag	OXTR potentiator	CHRM1 antagonist	CHO parental Ca	CHO-K1 Ca ag	CHO-K1 Ca PAM	TAAR1 agonist	CHO-K1 Ca antag	CHRM1 agonist
CC1CCCCN1CCCNc1ccc(C(CC(N)=O)NC(=O)c2ccccc2)cc1[N+](=O)[O-] (stereo not given)	3	3	4	-6	1.3	28	3	-7	-7
CNC(=O)c1cc(C(=O)c2ccc(Cl)cc2)c[nH]1	-6	-17	-3	-3	1.6	12	-1	-14	-2
C=CCn1c(SCCCC)nc(O)cc1=O	9&-24	-9&-15	-1&-5	3&-1	0.0&6.5	5&24	28&10	4&-12	1&2
Cc1cc([N+](=O)[O-])ccc1-c1ccc(/C=N/NC(=O)Cc2ccccc2)o1	17	-3	-13	8	0.1	16	-1	-4	-7
COC(=O)c1ccc(COc2ccc(C)cc2[N+](=O)[O-])o1	4	-4	-16	0	1.1	0	-1	-4	-6
COc1cccc(N2CCN(CC(=O)NCc3cccs3)CC2)c1	0	-9	-5	-26	0.6	16	3	-9	-4
COc1ccc(CCNC(=O)COC(=O)C23CC4CC(CC(C4)C2)C3)cc1	-7	-9	-4	1	0.9	-5	-1	-3	-5
CN(c1ccccc1)S(=O)(=O)c1cccc(NC(=O)c2cncc(Br)c2)c1	29	-5	3	-27	8.2	13	11	-15	-2
Cc1c(NC(=O)COC(=O)C(c2ccc(Cl)cc2)C(C)C)c(=O)n(-c2ccccc2)n1C (stereo not given)	-22	5	-2	-23	0.7	19	4	-14	-4
CCN1/C(=C2/SC(=S)N(NC(C)=O)C2=O)Sc2ccc(OC)cc21	-2	-12	0	-4	2.0	6	0	1	-5
CCC1=NN(S(=O)(=O)c2ccc(C)cc2)C(O)(C(F)(F)F)C1 (stereo not given)	15	-7	-3	-22	0.5	19	3	-3	-6
Cc1cc(C)nc(SCCCNCc2c(F)cccc2Cl)n1	-6	1	-20	-12	0.4	15	2	-7	-9
NC(=O)[C@@H]1CCCNc2c(I)cc([N+](=O)[O-])cc2C(=O)N[C@@H](CCC(=O)O)C(=O)N[C@@H](CO)C(=O)N1	nt	1	-1	-9	0.8	20	nt	-21	-2
CC1CC(C)CN(CCCNS(=O)(=O)c2ccc3c(c2)oc(=O)n3C)C1 (stereo not given)	-3	nt	1	nt	1.2	1	3	6	-4
COc1cc(SC)ccc1C(=O)N1CCc2ccccc21	-12	-10	-11	-5	0.8	16	1	-8	-5
O=C(Oc1ccccc1)c1cc2ccccc2oc1=O	7	-2	5	-4	0.6	7	0	-15	1
Nc1ncnn1Cc1ccccc1	-3	nt	-11	nt	0.6	-6	1	-6	-1
O=C(CCCn1cncn1)N1CCCC(Nc2ccc(F)cc2)C1 (stereo not given)	-30	nt	8	nt	0.3	-11	4	2	-2
Cc1nonc1OCCn1c([N+](=O)[O-])cnc1C	4	-16	6	-6	0.2	-13	3	9	-3
COc1ccc(N2CCN(C(C)C(=O)N3CCCC3)CC2)cc1 (stereo not given)	-2	-11	-8	-10	8.3	5	1	-13	-7

structure	TAAR1 antag	OXTR potentiator	CHRM1 antagonist	CHO parental Ca	CHO-K1 Ca ag	CHO-K1 Ca PAM	TAAR1 agonist	CHO-K1 Ca antag	CHRM1 agonist
S=c1nc(-c2ccccc2)[nH]c2ccc(Br)cc12	-7	-5	-19	6	0.7	10	8	1	-4
COC(=O)c1sc(S(=O)(=O)NCCC(=O)O)c(C(=O)OC)c1C	-11	-3	-9	-3	1.3	25	0	-15	0
Cc1cc(NC(=O)COC(=O)C2CC(=O)N(c3ccccc3)C2)no1 (stereo not given)	-6	-10	-3	4	0.0	0	3	-6	0
CC(=O)Nc1cccc(/C(C)=N/Nc2ccc(S(=O)(=O)Nc3ccccc3C(=O)O)cc2[N+](=O)[O-])c1	3	nt	-4	nt	-0.4	-7	5	-9	-2
CN1CCC(N(C)CC(=O)Nc2cccc(Oc3ccccc3)c2)CC1	11	-3	20	-2	0.0	22	16	-14	-5
CCN(CCNC(=O)Cn1c(=O)sc2ccccc21)c1ccccc1	0	-4	-8	-7	-0.1	6	-1	9	-5
O=c1cc(CN2CCN(c3ccccc3F)CC2)c2cc(O)c(-c3ccccc3)cc2o1	18	-1	3	-5	0.3	-3	1	-1	-3
CSCCC(Nc1ccc(S(=O)(=O)N2CCOCC2)cc1[N+](=O)[O-])C(=O)OCC(=O)N(C(C)C)C(C)C (stereo not given)	-5	-2	-6	-4	0.9	16	0	-11	-10
CCN(CC(=O)NCc1ccc(Cl)cc1)C(=O)CN1C(=O)NC(C)(c2ccccc2)C1=O (stereo not given)	-5	1	13	-19	0.5	-13	0	4	-3
Cc1ccc(S(=O)(=O)N2CCN(C(=O)c3cc4c(s3)CCCC4)CC2)cc1	-29	-2	-4	-2	-0.1	20	1	-9	-4
COC(CNC(=O)C1CCCCC1C(=O)O)OC (stereo not given)	-4	-6	-3	-8	0.4	13	1	-2	-8
O=C1NC(CCc2ccccc2)C(=O)N1Cc1ccc(Br)cc1 (stereo not given)	8	-12	-9	-11	0.9	12	6	-6	-1
C/C(=N/NC(=O)C1CCN(S(=O)(=O)c2ccc(C)cc2)CC1)c1cccc([N+](=O)[O-])c1	-8	-2	-10	-9	-0.2	7	1	-9	-4
CCCOc1cccc(C(=O)NC(=S)Nc2cccc(NC(=O)c3ccccc3Cl)c2)c1	11	0	-7	-13	-0.1	-5	1	-2	0
CC(Oc1ccccc1F)C(=O)NNC(=O)c1ccc(F)c(S(=O)(=O)N2CCOCC2)c1 (stereo not given)	-13	nt	-7	nt	8.7	7	0	12	-1
COc1cc(/C=c2/sc3nc(-c4ccccc4)c(-c4ccccc4)n3c2=O)cc(OC)c1OC	-14	0	-2	-26	-0.3	15	2	-8	-3
O=c1cc(O)c(-c2ccc(Cl)cc2)c(Cl)[nH]1	-5	2	-20	-13	0.4	8	-1	-3	-3
O=C(N/N=C/c1coc2ccccc2c1=O)c1cn(-c2ccccc2)nc1-c1ccc(F)cc1	-15	-5	4	-14	-0.5	-11	1	1	-3
COc1ccc(C(c2nnnn2Cc2cccs2)N2CCN(c3ccccc3)CC2)cc1OC (stereo not given)	-13	3	5	-8	1.9	18	17	-10	-4
COc1ccc(NC(=O)c2ccc(S(=O)(=O)N(C)c3ccccc3)cc2)cn1	-16	-8	-23	8	11	13	20	-10	4

structure	TAAR1 antag	OXTR potentiator	CHRM1 antagonist	CHO parental Ca	CHO-K1 Ca ag	CHO-K1 Ca PAM	TAAR1 agonist	CHO-K1 Ca antag	CHRM1 agonist
CN1CCC2(CC1)NC(=O)NC2=O	11	-11	7	3	0.0	-4	-1	4	3
CC(=NNC(=S)N(Cc1ccccn1)Cc1ccccn1)c1cnccn1	-18	nt	-8	nt	0.3	10	0	-9	-7
CC(C)(C)NCCOCCOc1ccc(Cl)cc1C(C)(C)C	7	-3	-8	-7	2.0	-7	5	-3	-5
COc1ccc(C2=NS(=O)(=O)N(C)C(C(=O)Nc3ccc4c(c3)OCO4)=C2)cc1	20	-10	3	11	3.7	-5	10	-2	3
CNc1ccc(-c2cccc(CO)c2)cn1	0	nt	1	nt	0.4	-14	0	4	-4
Cc1cc(C(=O)Nc2ccon2)c(C)o1	-2	-2	-26	5	1.8	21	2	-17	-5
Cc1ccc(S(=O)(=O)NNC(=O)CCC(=O)Nc2ccccc2)cc1	6	3	-9	-4	0.0	6	10	1	-4
CC[C@]12c3[nH]c4ccc(Cl)cc4c3CCN1C(=O)[C@@H](CC(=O)NCCN1CCOCC1)C[C@@H]2C(=O)N1CCN(C(=O)c2ccco2)CC1	-14	nt	2	-7	3.5	-1	1	-10	-6
Cc1ccc(NC(=O)CCN2C(=O)c3ccncc3C2=O)cc1	-5	-6	-2	-8	-0.2	8	10	-2	-2
O=C(O)c1cnn(-c2nc(-c3ccc(Cl)c(Cl)c3)cs2)c1C(F)(F)F	-2	-17	-11	10	0.0	-3	-4	1	-8
CCN(CC)c1ccc(C(=O)OCC(=O)c2ccco2)cc1	5	-15	-11	-11	0.0	16	16	-5	-6
C[C@@H]1CN([C@@H](C)CO)C(=O)CCCn2nncc2CO[C@H]1CN(C)S(=O)(=O)c1ccc(-c2ccccc2)cc1	-18	nt	2	nt	0.3	10	-1	-16	2
CCOC(=O)C1=C(C)NC2=C(C(=O)CC(C)(C)C2)C1c1ccc2c(c1)CCCN2C (stereo not given)	-3	-20	-1	-11	1.1	21	1	-4	-5
CCOc1ccc(S(=O)(=O)N(C)c2ccc(OCC(=O)NCc3ccc(C(=O)OC)cc3)cc2)cc1	14	-21	18	-13	3.9	-16	-1	-9	-2
Cc1cc(C)cc(OCC(O)CN2C(=O)NC(C)(C)C2=O)c1 (stereo not given)	2	-7	-9	-12	0.8	13	0	-26	-2
COc1cc(C(C)=O)ccc1OCC(=O)OC(C)C(=O)c1ccc(F)cc1 (stereo not given)	1	-5	1	-4	1.1	-12	5	10	-3
N#Cc1c(-c2ccc(Cl)cc2)c2c([nH]c1=O)-c1ccccc1OC2	15	-2	-16	-6	3.0	-5	1	0	-3
